# Pol kappa inh = qHTS for Inhibitors of Polymerase Kappa; purified Pol kappa, fluorescent DNA synthesis assay, 10 min; Potency, µM (series often up to 107 µM), for the others: at the highest dose activity, negative = inhibition, hits mostly inhibitors; 400,000 tested, 0.53% active; AID 588579, 2011; further: potency means the concentration at half of the fitted maximal effect; on the % scale 0 is the no-effect control and ±100 the full control effect
#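 Inhibition of 10 nM Pol kappa is measured by a fluorescent read-out at 0 and 10 min following addition of 50 nM substrate (final), with a 15-min room-temperature compound preincubation.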
# ERG Ets-DNA blk = qHTS for Small Molecule Inhibitors of the ERG Ets/DNA interaction; Transcriptional regulator ERG (Homo sapiens), P11308; fluorescence polarization, His-ERG Ets domain / labelled DNA; Potency, µM (titrated, usually from 76.9 µM), inactives show top-dose FP activity, negative = inhibition, actives largely listed as inhibitors; 370,000 tested, 0.028% active; AID 624246, 2012; active means well fitted inhibition curve with a large enough effect in the polarisation, with a control signal flat; inconclusive means small, poorly fitted or top-dose-only effect, or effect the other way, or a change in a side signal; inactive means no such curve, though single readings can be large or run the other way; the % refers to the polarisation;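 further: polarization taken with two DNA probes labelled with fluorescein and Texas red; potency means the concentration at half of the fitted maximal effect; % of control where 0% means no effect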
#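 His-tagged ERG Ets domain (1 uM in the protein solution; 300mM KCl, 50mM Tris-HCl, 1mM EDTA, 1mM DTT, pH 7.5) received compound, then a probe mix of 5 nM fluorescein-DNA and 100nM Texas-615-DNA. Fluorescence polarization was read for both dyes.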
# Anesthetic bind = qHTS Assay for Identification of Novel General Anesthetics; apoferritin/1-aminoanthracene competitive binding, fluorescence; 350,000 tested, 0.074% active; Ferritin light chain (Equus caballus), P02791; Potency, µM (series often up to 77.5 µM), for the others: at the top dose activity change, negative = displacement, usual class: inhibitors; further: potency means the concentration at half of the fitted maximal effect; on the % scale 0 is the no-effect control and ±100 the full control effect; nearly all actives have a fitted effect of over 20% in size
# Target sequence (P02791 2-175 limits assumed): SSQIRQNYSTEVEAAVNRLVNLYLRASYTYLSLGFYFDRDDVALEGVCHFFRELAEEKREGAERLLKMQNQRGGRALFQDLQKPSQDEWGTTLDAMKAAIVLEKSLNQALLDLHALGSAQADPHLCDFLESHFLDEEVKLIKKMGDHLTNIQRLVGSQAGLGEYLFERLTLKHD
#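 Apoferritin-based anesthetic binding model; compound displacement of fluorescent 1-AMA measured as endpoint fluorescence after 10 minutes at room temperature, scaled to free-ligand and complex controls.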
# 12-LOX inh = Primary qHTS assay for inhibitors of human arachidonate 12S-lipoxygenase (ALOX12): Round 2 | Polyunsaturated fatty acid lipoxygenase ALOX12 (Homo sapiens), P18054 | purified 12hLO, xylenol orange hydroperoxide absorbance | Potency, µM (highest dose often 108 µM), without a hit: at the top dose activity change, negative = inhibition, most hits filed as inhibitors | 580,000 tested, 1.1% active; further: potency means the concentration at half of the fitted maximal effect; on the % scale 0 is the no-effect control and ±100 the full control effect
#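 Purified human 12hLO at 150 nM in 25 mM Hepes, 0.01% Triton X-100, pH 7.0, preincubated 15 min at room temperature with compound. Reaction started with 40 uM arachidonic acid, 30 min at room temperature. Hydroperoxide measured by Fe-xylenol orange, 573/405 nm absorbance ratio.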
# RGS4 inh = Inhibitors of Regulator of G Protein Signaling (RGS) 4: qHTS; AID 504845, 2011; Potency, µM (titrated, usually from 114 µM), without a hit: at the highest dose activity change, negative = inhibition, usual class: inhibitors; 390,000 tested, 0.039% active; Transcreener GDP fluorescence polarization, RGS4-accelerated GTP hydrolysis; further: potency means the concentration at half of the fitted maximal effect; on the % scale 0 is the no-effect control and ±100 the full control effect; nearly all actives have a fitted effect of over 75% in size; some results filed as inactive show a strong effect at the top dose
# Target sequence (P49798 whole entry, looked up): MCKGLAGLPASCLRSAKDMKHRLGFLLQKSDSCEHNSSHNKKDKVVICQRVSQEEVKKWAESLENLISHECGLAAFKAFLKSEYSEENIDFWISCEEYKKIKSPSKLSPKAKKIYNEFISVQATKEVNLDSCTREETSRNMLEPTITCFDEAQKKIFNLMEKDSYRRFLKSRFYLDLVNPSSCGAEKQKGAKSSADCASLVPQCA
#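 MLSMR compounds (23 nl, pin-transferred) preincubated 10 min at room temperature with a 500nM (2x) first reagent, then RGS4 at 900nM (2x) plus Transcreener GDP mix added; fluorescence polarization (620/688 nm) read before and after 90 min at 30 °C.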
# LDHA inh = qHTS assay for inhibitors of human lactate dehydrogenase; purified LDHA, NADH/diaphorase-resazurin fluorescence; hits give low values; activity change, % (values are at about 110 or 230 µM); 480,000 tested, 0.15% active; AID 1347041, 2019; in the data active means activity change below about -30%; inconclusive means mostly about -25% to -30%;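 further: plate controls were DMSO wells for no effect and wells without enzyme for full effect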
#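 Resorufin fluorescence (ex540/em590), read at 0 and 20 min after diaphorase/resazurin addition, reports the NADH left after a 5 min room-temperature reaction of 2 nM human LDH5 with 0.06 mM NADH and 0.2 mM pyruvate.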
# Pol eta inh = qHTS for Inhibitors of Polymerase Eta; DNA polymerase eta (Homo sapiens), Q9Y253; recombinant Pol eta, fluorescent DNA replication assay; Potency, µM (series often up to 114 µM), for inactives: at the top dose activity change, negative = inhibition, hits mostly inhibitors; 390,000 tested, 1.2% active; further: potency means the concentration at half of the fitted maximal effect; on the % scale 0 is the no-effect control and ±100 the full control effect
# Target sequence (Q9Y253 whole entry, looked up): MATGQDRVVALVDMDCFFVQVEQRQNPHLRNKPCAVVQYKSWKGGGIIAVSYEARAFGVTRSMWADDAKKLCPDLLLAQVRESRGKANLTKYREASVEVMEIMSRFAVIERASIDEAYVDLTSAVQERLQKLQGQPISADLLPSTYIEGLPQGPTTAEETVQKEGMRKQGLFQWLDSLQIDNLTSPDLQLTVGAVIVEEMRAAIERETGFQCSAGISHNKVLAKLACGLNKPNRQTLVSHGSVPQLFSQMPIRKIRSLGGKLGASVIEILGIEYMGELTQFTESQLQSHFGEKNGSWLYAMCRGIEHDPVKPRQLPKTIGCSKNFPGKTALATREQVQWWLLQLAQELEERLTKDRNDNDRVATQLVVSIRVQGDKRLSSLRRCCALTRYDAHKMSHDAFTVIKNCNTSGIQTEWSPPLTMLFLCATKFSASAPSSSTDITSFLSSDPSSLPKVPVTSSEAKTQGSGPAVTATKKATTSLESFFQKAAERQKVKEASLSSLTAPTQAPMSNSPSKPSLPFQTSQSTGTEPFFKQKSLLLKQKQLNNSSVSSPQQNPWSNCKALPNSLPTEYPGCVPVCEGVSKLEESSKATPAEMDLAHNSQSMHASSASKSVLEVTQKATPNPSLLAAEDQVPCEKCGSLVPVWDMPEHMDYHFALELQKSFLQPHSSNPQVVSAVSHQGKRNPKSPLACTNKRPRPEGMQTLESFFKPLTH
#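 Pol eta (10 nM) was preincubated with compounds for 15 min at room temperature, after which fluorescent replication substrate (50 nM final) was added to start the reaction. Fluorescence was read kinetically at 0 and 10 min.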
# APE1 inh = qHTS Assay for Inhibitors of the Human Apurinic/apyrimidinic Endonuclease 1 (APE1); AID 2517, 2012; recombinant APE1, TAMRA/BHQ-2 abasic DNA cleavage fluorescence; 350,000 tested, 0.35% active; Potency, µM (doses to about 65.8 µM), inactives show at the top dose activity change, negative = inhibition, usual class: inhibitors; DNA repair nuclease/redox regulator APEX1 (Homo sapiens), P27695;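 further: potency means the concentration at half of the fitted maximal effect; plate controls were vehicle for no effect and reference inhibitor for full effect; nearly all actives have a fitted effect of over 55% in size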
#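 Kinetic fluorescence read (525 ex/598 em nm, three reads 60 s apart) of AP-site incision; signal = third minus first read. Enzyme 0.75 nM, dual-labelled THF duplex 50 nM, compound preincubation 15 min RT.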
# POLB inh = qHTS Assay for Inhibitors of DNA Polymerase Beta | P06746 | Pol beta primer extension/strand displacement, fluorescence kinetic | Potency, µM (series often up to 114 µM), for the others: top-dose activity change, negative = inhibition, usual class: inhibitors | 340,000 tested, 1.3% active | AID 485314, 2010; further: potency means the concentration at half of the fitted maximal effect; on the % scale 0 is the no-effect control and ±100 the full control effect
#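 Reaction started by 50 nM substrate onto compound-treated Pol beta (10 nM, 15 min preincubation, room temperature); plates read at 0 min and 10 min. Normalized concentration-effect data fitted by four-parameter Hill equation.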
# Starred values were filed as active, the others as inactive; ? = inconclusive; . = not tested or not shown; & = joins results of further samples; [ ] = another dose, or the depositor's remark. Unless noted, the call rests on the fitted dose curve; in most records, active means well fitted curve in the direction sought with a large enough effect; inconclusive means small, poorly fitted or top-dose-only effect, or another doubt; inactive means no such curve, though single readings can be large; an effect the other way counts as inactive or inconclusive. Not all compounds are listed (hit frequency here may not be typical).
1. C=Cc1ccc(CSc2nc(-c3ccc(Cl)cc3)nc3c2Cc2c(CO)cnc(C)c2O3)cc1
2. Cc1cc(Cl)ccc1OCCCC(=O)NC1CCN(C)CC1
3. O=S1(=O)NC(=NCc2ccccc2)c2ccccc21
4. O=C(NCc1ccco1)C1CCCN1C(=O)Nc1cccc(Cl)c1 (centres undefined)
5. CCCCCCOC(=O)C1=C(C)NC(=O)NC1c1ccc2c(c1)OCO2 (centres undefined)
6. CC(=O)N1CCN(C(=O)COC(=O)/C=C/c2ccccc2[N+](=O)[O-])CC1
7. COc1cccc(-c2ccc(C#N)c(SCC(=O)NCCc3ccc(Cl)cc3)n2)c1
8. O=C(CCSc1ccc(Cl)cc1)NC1CCCC1
assay / compound | 1 | 2 | 3 | 4 | 5 | 6 | 7 | 8
Pol kappa inh | 2% | 1% | -4% | 1% | 6% | 1% | -14% | -7%
ERG Ets-DNA blk | -5% | 7% | 11% | -14% | 1% | -8% | 10% | 14%
Anesthetic bind | -11% | -14% | -4% | -11% | ? | . | -8% | -7%
12-LOX inh | ? | -25% | -11% | ? | 96%[activator] | -4% | 18% | 28%
RGS4 inh | 8% | -3% | 19% | -19% | -9% | -16% | 2% | 27%
LDHA inh | 3 | -5 | 3 | 1 | -1 | -4 | -13 | -6
Pol eta inh | -9% | 1% | -16% | -18% | -6% | -18% | -13% | 3%
APE1 inh | . | 0% | -6% | 15% | 5% | 2% | -7% | 3%
POLB inh | 23% | 0% | 26% | -7% | 1% | . | -7% | 1%

# The list goes on, overlapping the part above by four compounds.
5. CCCCCCOC(=O)C1=C(C)NC(=O)NC1c1ccc2c(c1)OCO2 (centres undefined)
6. CC(=O)N1CCN(C(=O)COC(=O)/C=C/c2ccccc2[N+](=O)[O-])CC1
7. COc1cccc(-c2ccc(C#N)c(SCC(=O)NCCc3ccc(Cl)cc3)n2)c1
8. O=C(CCSc1ccc(Cl)cc1)NC1CCCC1
9. COc1ccc(Br)cc1S(=O)(=O)NCc1ccccc1
10. CCn1c(C)nc2cc(C(=O)N/N=C/c3ccccc3)ccc21
11. COc1cccc(-n2c(=O)c3c(C)c(C(=O)N(C)C)sc3n(CC(=O)Nc3ccc(C)cc3Cl)c2=O)c1
12. CC1CCCN(C(=O)CCS(=O)(=O)c2ccc3c(c2)n(C)c(=O)c(=O)n3C)C1 (centres undefined)
13. CCOC(=O)C1(CCCc2ccccc2)CCN(C2CCSCC2)CC1
14. CN=c1scc(C)n1/N=C/c1ccc(O)cc1
15. CC(C)C(c1nnnn1Cc1ccco1)N1CCN(C2CCCC2)CC1 (centres undefined)
16. CCCCN(CCCC)C(=O)c1ccccc1NC(=O)CN1C(=O)c2ccccc2C1=O
assay / compound | 5 | 6 | 7 | 8 | 9 | 10 | 11 | 12 | 13 | 14 | 15 | 16
Pol kappa inh | 6% | 1% | -14% | -7% | -3% | -8% | -1%[60.1 µM] | -23% | -11% | -10% | -9% | -10%
ERG Ets-DNA blk | 1% | -8% | 10% | 14% | 6% | 0% | -3% | 4% | -7% | -19% | 2% | 7%
Anesthetic bind | ? | . | -8% | -7% | 4% | -6% | -6% | -20% | -13% | 4% | -3% | ?
12-LOX inh | 96%[activator] | -4% | 18% | 28% | 3% | -5% | ? | 296%[activator] | 6% | 0% | -18% | 0%
RGS4 inh | -9% | -16% | 2% | 27% | -2% | -8% | 29% | -19% | 13% | 2% | 23% | -22%
LDHA inh | -1 | -4 | -13 | -6 | -7 | -12 | -10 | -6 | -5 | -3 | 0 | -3
Pol eta inh | -6% | -18% | -13% | 3% | -24% | 4% | -1% | -11% | -3% | -19% | 0% | -23%
APE1 inh | 5% | 2% | -7% | 3% | 0% | 2% | . | 74%[activator] | 0% | ? | 5% | 7%
POLB inh | 1% | . | -7% | 1% | 1% | -14% | 35% | 1% | -15% | 16% | 0% | 1%

17. Cn1c(=O)c2c(c3ccccc31)OC(=O)CC2c1cccnc1 (centres undefined)
18. O=S(=O)(c1cnc(Cl)c(Cl)c1)N1CCCc2ccccc21
19. CCN(c1ccccc1)S(=O)(=O)c1ccc(OC)c(NC(=O)Cc2ccc(F)cc2)c1
20. O=C(O)c1cccc(Nc2nc(-c3ccc([N+](=O)[O-])cc3)nc3ccccc23)c1
21. CCN1C(=O)/C(=C2/Sc3ccccc3N2CCCS(=O)(=O)O)SC1=S
22. Cc1csc2nc3ccccc3c(=O)n12
23. CCN(CC)C(C)CN1c2ccccc2Sc2ccccc21 (centres undefined)
24. CCOC(=O)c1ccccc1NC(=O)CSc1cccc[n+]1[O-]
assay / compound | 17 | 18 | 19 | 20 | 21 | 22 | 23 | 24
Pol kappa inh | 6% | -9% | -9% | -12% | -7%&-13% | -6% | ? | 8%
ERG Ets-DNA blk | -6% | 10% | 3% | 4% | -8%&4% | -16% | . | 9%
Anesthetic bind | -4% | -16% | . | 2% | -17%&4% | -1% | ? | -9%
12-LOX inh | -5% | 16% | -10% | -28% | ? | -4% | . | 1%
RGS4 inh | -9% | -22% | -7% | -9% | 0%[11.4 µM] | -35% | ? | -18%
LDHA inh | 1 | -6 | -1 | -2 | -5&-8 | -3 | . | -1
Pol eta inh | -7% | -6% | -15% | ? | ? | -12% | . | -11%
APE1 inh | 5% | 2% | -13% | -16% | -5%&-8% | -2% | -4% | 4%
POLB inh | -1% | 24% | . | 0% | ? | 3% | . | 26%

25. O/N=C\c1cccn1-c1nccs1
26. CCOc1ccc2ccccc2c1/C=N/NC(=O)c1c(C)cc(C)[nH]c1=O
27. CCC(=O)N(CCc1ccc(S(N)(=O)=O)cc1)C1CC(=O)N(c2ccc(OC)cc2)C1=O (centres undefined)
28. C=CCSc1nnc(NC(=O)C2CSC3(C)CCC(=O)N23)s1 (centres undefined)
29. COc1cc(/C=C2/C(=O)NN(c3ccc(Cl)cc3)C2=O)ccc1OC(=O)c1ccco1
30. COc1ccc(CNC(=O)CNC(=O)c2ccc(C(C)(C)C)cc2)cc1OC
31. COc1ccccc1-c1nc2c(c(SCc3ccc(F)cc3Cl)n1)Cc1c(CO)cnc(C)c1O2
32. Cc1cc(C)n2nc(C(=O)OCC(=O)Nc3ccc(C)c(S(=O)(=O)N(C)C)c3)nc2n1
assay / compound | 25 | 26 | 27 | 28 | 29 | 30 | 31 | 32
Pol kappa inh | -4% | -1% | 11% | -7% | -22% | -10% | -2% | -11%
ERG Ets-DNA blk | -1% | -3% | 18% | 5% | -1% | -5% | -3% | -4%
Anesthetic bind | -12% | . | -19% | . | -4% | -5% | 3% | .
12-LOX inh | -7% | 180%[activator] | -18% | -13% | 8.9µM* | -5% | -17% | 0%
RGS4 inh | 20% | 1% | -27% | -28% | ? | 37% | 16% | -25%
LDHA inh | -12 | -6 | -3 | -5 | -2 | -2 | -6 | -7
Pol eta inh | 6% | -3% | -18% | -3% | 28µM* | -9% | -7% | 2%
APE1 inh | 0% | . | 1% | 0% | -7% | 17% | . | 19%
POLB inh | 23% | . | -7% | . | ? | 0% | 11% | .

33. C=CCn1cnc2scc(-c3ccc(CC)cc3)c2c1=O
34. O=C(N/N=C/c1ccc2c(c1)OCO2)c1cc(-c2ccccc2Cl)nc2ccccc12
35. CC(=O)c1cccc(NS(=O)(=O)N2CCCCC2)c1
36. O=C(Nc1ccc(Br)cc1)c1cc(-c2ccncc2)nc2ccccc12
37. O=C(Oc1ccccc1C(=O)N1CCOCC1)c1ccccc1
38. CC(=O)c1ccccc1N(C(=O)Cn1nnc2ccccc21)C(C(=O)NCC1CCCO1)c1ccc(N2CCOCC2)cc1 (centres undefined)
39. O=C(N/N=C/c1sc2ccccc2c1O)c1ccccc1
40. COc1ccc(C(=O)Nc2nc3cc4c(cc3s2)OCO4)c(OC)c1
41. COc1ccc(-c2nc3ccccn3c2CN2CCN(c3ccccc3F)CC2)cc1
assay / compound | 33 | 34 | 35 | 36 | 37 | 38 | 39 | 40 | 41
Pol kappa inh | -5% | 9% | -4% | -13% | -7% | -1% | 0% | 2% | -3%
ERG Ets-DNA blk | -4% | 3% | -10% | 1% | -1% | 10% | 1% | -27% | 9%
Anesthetic bind | ? | 4% | ? | . | 2% | -7% | 3% | 36%[activator] | -4%
12-LOX inh | -25% | -7% | 0% | ? | 6% | -10% | . | 6% | 14%
RGS4 inh | -8% | -6% | 23% | -22% | 8% | 7% | -34% | 11% | 7%
LDHA inh | -2 | -1 | 2 | -1 | -16 | -3 | 7 | -3 | 2
Pol eta inh | -6% | -18% | -11% | -18% | -1% | -14% | -2% | -2% | -28%
APE1 inh | 5% | -4% | 2% | 30% | 11% | -5% | 3% | -11% | -4%
POLB inh | 32% | 13% | -12% | . | 2% | 51% | -20% | -5% | -7%

# Source: PubChem BioAssay (National Center for Advancing Translational Sciences (NCATS))
